High-throughput results as filed in PubChem.
SKN-1 block = blocks SKN-1 activity in C. elegans; inhibition, % at 21.8 µM; 0.49% of 360,000 active; C. elegans VP596 Pgst-4::GFP/RFP ratio, acrylamide-induced, 24 h; AID 624304;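 active = interference check ratio from 0.5 to 1.5 plus GFP to RFP signal ratio inhibition reaching or exceeding a fixed threshold, cut at about 30% in these data, passing the limit was not always enough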; note: some compounds called inactive have numbers as strong as hits
STEP inh = inhibitors of human striatal-enriched phosphatase STEP; P54829; recombinant STEP, OMFP fluorogenic substrate, fluorescence; inhibition, % at 20 µM; 0.25% of 360,000 active;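 active = inhibition at 20 µM, scaled per plate between control wells, above about 37%, limit read from the data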;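 note: 0% = DMSO with enzyme and substrate and 100% = substrate only without enzyme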
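System: STEP (striatal-enriched tyrosine phosphatase) enzyme, cell-free; medium: Bis-Tris pH 6.0 buffer with DTT, detergent; dosing: 20 µM, 1% DMSO; times: reaction 20 min, ambient temperature; detection: fluorescence, 480/540 nm; read-out basis: normalized % inhibition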
Scp1 inh = blocks human Scp-1 phosphatase activity | Q9GZU7 | Recombinant Scp1, phosphopeptide, malachite green phosphate absorbance | inhibition, % at 20 µM | 0.88% of 340,000 active | AID 493091;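 active = inhibition above about 50% at 20 µM, limit read from the data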;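 note: plate controls were DMSO wells with enzyme for no effect and wells lacking enzyme for full effect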
Target sequence (Q9GZU7 76-261 limits assumed): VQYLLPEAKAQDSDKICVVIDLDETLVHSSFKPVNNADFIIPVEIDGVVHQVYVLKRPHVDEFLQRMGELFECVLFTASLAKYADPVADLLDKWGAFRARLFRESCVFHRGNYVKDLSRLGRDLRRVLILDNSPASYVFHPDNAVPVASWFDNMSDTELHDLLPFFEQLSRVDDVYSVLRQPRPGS
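Test system: SCP-1 catalytic domain; Buffer or medium: Acidic Tris acetate buffer with magnesium and detergent; Also added: Phosphorylated 17-residue peptide substrate; Compound: single 20 µM dose, 1% DMSO; Schedule: enzyme reaction 45 min at room temperature, colour 5 min, stabilisation 30 min; Signal: Phosphate-binding colour reagent, absorbance read at 630 nm.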
DNMT1 inh = inhibitors of human DNMT1 | DNMT1 molecular beacon, Hinp1I cleavage, fluorescence | inhibition (reported as % activation of signal), % at 10 µM | 0.83% of 360,000 active | AID 588458; in the data active = inhibition above about 50%
SUMO1 PPI mod = alters human SUMO1 binding to SIM partners. SUMO1 binding to a labelled peptide, TR-FRET, 1 h. inhibition, % at 20 µM. 0.33% of 360,000 active. AID 602429; in the data active = inhibition above about 37%
Target sequence (P63165 whole entry, looked up): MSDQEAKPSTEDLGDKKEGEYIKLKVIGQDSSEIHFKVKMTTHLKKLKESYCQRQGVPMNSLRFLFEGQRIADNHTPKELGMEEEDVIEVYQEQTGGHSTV
MT1-MMP act inh = MT1-MMP (human) activation inhibition. AID 651647. 0.061% of 360,000 active. GFP/RFP ratio change, % at 20 µM. HT1080 RFP-PRO-GFP cells, GFP/RFP ratio fluorescence, overnight; percent of plate control window, DMSO zero;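 active = GFP/RFP ratio change of at least 30% with cell ATP level not reduced by more than half and red fluorescence within 50% of control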; note: strong numbers were not always called active
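Test system: HT1080 cells expressing an RFP-PRO-GFP fluorescent reporter construct / Compound dosing: single-point 20 µM compound, 1% DMSO / Schedule: cells overnight before dosing, compound overnight, 37 °C, 5% CO2 / Evaluation: GFP/RFP fluorescence ratio / Control set: DMSO and RFP-L50D-GFP cell wells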
NRP1-CendR mod = NRP-1/CendR interaction modulation. O14786. FAM-RPARPAR peptide binding to NRP-1, fluorescence polarization. inhibition, % at 25 µM. 0.85% of 360,000 active;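 active = inhibition or corrected inhibition above about 18%, plus a signal ratio from 0.5 to 1.5, limit read from the data, passing the limit was not always enough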; note: strong numbers were not always called active
Rpn11 block = inhibitors of human proteasome Rpn11 | O00487 | human 26S proteasome, Ub4-pepOG fluorescence polarization; 20S core pre-blocked with epoxomicin | calls only at 20 µM | 0.59% of 360,000 active;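 active = inhibition at 20 µM, scaled to each plate's controls, above about 33%, limit read from the data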
Target sequence (O00487 whole entry, looked up): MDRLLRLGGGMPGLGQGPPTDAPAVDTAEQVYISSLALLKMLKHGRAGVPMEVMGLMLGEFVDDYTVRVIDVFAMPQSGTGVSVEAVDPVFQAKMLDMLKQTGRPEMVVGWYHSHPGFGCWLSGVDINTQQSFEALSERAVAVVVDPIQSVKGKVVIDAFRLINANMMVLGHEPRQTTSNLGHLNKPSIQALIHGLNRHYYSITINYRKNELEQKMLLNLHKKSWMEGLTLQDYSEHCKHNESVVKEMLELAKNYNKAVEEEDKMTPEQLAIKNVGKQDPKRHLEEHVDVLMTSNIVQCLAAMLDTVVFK
LMPTP inh = blocks human LMPTP phosphatase; inhibition, % at 20 µM; 0.22% of 360,000 active; recombinant LMPTP-A, OMFP fluorogenic substrate, fluorescence intensity; P24666;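 active = compounds that cut the enzyme signal by at least half of the control window in the single-dose screen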;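 note: plate controls were DMSO wells with enzyme plus substrate for no effect and substrate without enzyme for full effect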
Target sequence (P24666 whole entry, looked up): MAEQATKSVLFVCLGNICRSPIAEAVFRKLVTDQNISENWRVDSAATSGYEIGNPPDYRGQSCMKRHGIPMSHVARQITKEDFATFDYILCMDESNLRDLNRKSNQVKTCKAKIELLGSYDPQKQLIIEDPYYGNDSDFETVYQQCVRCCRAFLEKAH
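Material: LMPTP-A; amount: 0.625 nM enzyme; doses: single 20 µM dose; times: reaction 50 min, room temperature, dark; technique: fluorescence intensity of OMFP turnover product; benchmarks: no-enzyme and uninhibited controls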
NadD block = inhibitors of Staphylococcus aureus NadD | 0.78% of 360,000 active | inhibition, % at 20 µM | AID 602399 | purified NadD enzyme, colorimetric absorbance read-out; in the data active = inhibition above about 26%; note: some compounds past the cut are filed as inactive
* hit, by the source's call; i = inactive; · = not tested or not shown. Compounds were not picked by outcome. Share with any hit: about 3.9%.

SMILES,SKN-1 block,STEP inh,Scp1 inh,DNMT1 inh,SUMO1 PPI mod,MT1-MMP act inh,NRP1-CendR mod,Rpn11 block,LMPTP inh,NadD block
COc1ccc(-c2cc3c(=O)n(CC(=O)NC4CCN(Cc5ccccc5)CC4)ncn3n2)cc1,-3,3,6,18,-1,4,17,i,-1.8,0
CCCCCCn1cc(C(=O)O)c(=O)c2cc(F)c(N3CCN(C)CC3)cc21,5,2,-10,-4,2,-3,-9,i,4.4,-7
O=C(NCC1CCCCC1)c1ccc2nc([C@@H]3O[C@H](CO)[C@@H](O)[C@H]3O)[nH]c2c1,-7,1,·,-1,5,1,5,i,-2.1,-1
COc1ccc(CN2C(=O)CSCC2(C)C(=O)NC(C)C)cc1 (configuration not stated),2,·,·,·,-1,0,9,·,-2.0,·
CCCn1c(=S)[nH]c2cc(C(=O)N3CCN(c4ccccc4OC)CC3)ccc2c1=O,5,0,-1,1,-2,-1,-10,i,1.2,5
Cc1[nH]c2ccccc2c1/C=C/C(=O)c1ccccc1,13,-4,-21,-16,-13,-28,-83,·,4.1,-12
CCCCc1cc(=O)oc2cc(C)cc(OC(C)C(=O)NC(Cc3c[nH]c4ccc(O)cc34)C(=O)O)c12 (configuration not stated),-4,0,26,4,10,1,5,i,1.4,0
O=C1C=CC(=O)N1c1ccc(OC(F)F)cc1,-9,0,-7,-14,-3,-7,8,i,-1.0,8
CC(C)(C)c1ccc(S(=O)(=O)N2CCC(c3nc4ccc(Cl)cc4[nH]3)CC2)cc1,-2,4,7,-4,-1,6,0,i,4.7,17
CC(NC(=O)c1ccc(F)cc1)c1ccccc1 (configuration not stated),-8,-1,-2,0,-1,1,-10,i,-0.5,6
COc1ccc(CCNC(=O)C/C(C)=N/NC(=O)c2ccc([N+](=O)[O-])cc2Cl)cc1OC,-10,-1,-7,-1,-31,-1,-1,i,-0.7,4
O=C(CC1C(=O)N(c2ccccc2)C(=O)N1Cc1ccco1)Nc1ccccc1 (configuration not stated),2,-1,-3,0,-5,1,-6,i,-1.7,-8
CC(=O)NS(=O)(=O)c1ccc(NC(=O)CCC(=O)Oc2ccc(C)cc2)cc1,-10,-1,0,4,1,5,0,i,-1.0,-1
Cc1ccc(N(CC(=O)NC2CCCC2)C(=O)CNC(=O)c2cccs2)c(C)c1,-8,0,-2,1,3,-3,0,i,-0.7,-11
CCC(CO)NC(=O)c1cc2c(s1)CCC2 (configuration not stated),-18,-2,5,-2,0,-3,8,i,-1.3,-1
CC1(C)N=C(c2cccc(F)c2)C(=O)N1,-2,2,-2,-3,-8,3,-2,i,-2.7,1

Random excerpt: two entries already listed
SMILES,SKN-1 block,STEP inh,Scp1 inh,DNMT1 inh,SUMO1 PPI mod,MT1-MMP act inh,NRP1-CendR mod,Rpn11 block,LMPTP inh,NadD block
O=C(CC1C(=O)N(c2ccccc2)C(=O)N1Cc1ccco1)Nc1ccccc1 (configuration not stated),2,-1,-3,0,-5,1,-6,i,-1.7,-8
CCC(CO)NC(=O)c1cc2c(s1)CCC2 (configuration not stated),-18,-2,5,-2,0,-3,8,i,-1.3,-1

Following part.
SMILES,SKN-1 block,STEP inh,Scp1 inh,DNMT1 inh,SUMO1 PPI mod,MT1-MMP act inh,NRP1-CendR mod,Rpn11 block,LMPTP inh,NadD block
CCCCN(CCCC)c1nn[nH]n1,20,3,-4,7,-3,2,4,i,-1.5,4
O=c1oc2cc(OCc3nn[nH]n3)ccc2c2c1CCCC2,-7,-1,-8,-2,-2,-4,-13,i,-0.6,11
COc1ccc(OCCC(=O)N2CCN(C)CC2)cc1,0,-3,-9,2,1,-2,2,i,-5.7,-7
CCOC(=O)c1sc(NC(=O)CCCn2nc([N+](=O)[O-])cc2C)c(C(=O)OCC)c1C,1,-1,-13,2,-2,6,4,i,2.9,0
COC(=O)C1=C(C(=O)OC)C(c2cc(Br)ccc2O)c2sc(=O)[nH]c2S1 (configuration not stated),3,0,-5,-4,-8,0,-19,i,-0.7,3
Cc1c(OCC(=O)NCCN2CCOCC2)ccc2c3c(c(=O)oc12)CCC3,23,1,-1,1,5,-2,4,i,-1.2,4
Cc1cc(OCc2n[nH]c(=S)n2-c2ccccc2)ccc1Cl,6,0,-14,3,5,6,5,i,-1.1,10
O=C(Nc1nc2c(Br)cc(Br)cc2c(=O)s1)C1CCC1,-5,0,-27,25,-17,2,-8,i,-1.5,-4
Cn1c(=O)c2[nH]c(NCC3CCCO3)nc2n(-c2ccccc2)c1=O (configuration not stated),1,-2,3,3,1,-4,6,i,-1.3,1
COc1ccc2oc(C(=O)OCC(=O)NCc3ccco3)c(C)c2c1,3,1,9,6,0,0,-8,i,0.1,-4
Cc1nc(NC(=O)COC(=O)c2cc3c(s2)CCC(C)C3)c(Cl)cc1Cl (configuration not stated),-4,0,-10,-1,-1,0,12,i,-0.3,1
CC1CCCCN1C(=O)C1COc2ccccc2O1 (configuration not stated),1,1,2,1,4,-1,-6,i,0.7,-2
CCOc1ccc(C(=O)NC2CCN(S(C)(=O)=O)CC2)cc1,-30,2,-3,6,1,0,-1,i,-1.0,-6
COc1ccc(S(=O)(=O)N2CCCC2C(=O)Nc2ccc(O)cc2)cc1 (configuration not stated),-12,3,-7,-3,10,2,0,i,0.0,-1
Clc1ccc(-n2cnnn2)cc1,-1,-1,-8,2,-3,-8,-1,i,-1.2,-3
COc1ccc(CN2CCN(S(=O)(=O)c3ccc(NC(C)=O)cc3)CC2)c(OC)c1OC,16,-1,-6,-5,1,0,-1,i,-0.2,-12
CCC(=O)Nc1cc(ON=C(C)C)cc([N+](=O)[O-])c1,0,-2,-5,1,-25,1,1,i,0.2,-3
Cc1nnc(NC(=O)/C=C/c2ccco2)s1,2,2,13,16,-10,1,-10,i,-0.4,0
O=C(CSc1nnc([C@@H]2CCCN2)o1)c1ccc(Cl)cc1,11,1,-4,1,-6,2,-10,i,-0.9,-3
Cc1cc(N=Nc2ccccc2)cc(C)c1NC(=O)C(F)(F)F,-10,-3,-5,-7,-15,7,4,i,2.0,-1
CC1CCCN(C(=O)Nc2cccc(NC(=O)N3CCCC(C)C3C)c2)C1C (configuration not stated),14,-3,-3,-2,-2,-8,-16,i,-1.1,2
COC(=O)c1sccc1NC(=O)c1c(F)c(F)c(F)c(F)c1F,11,3,-7,12,2,16,-3,i,1.1,5
Cc1ccc(Cn2c(=N)n(CC(=O)c3ccccc3)c3ccccc32)cc1,6,1,8,2,0,8,0,i,3.0,1
CC(OC(=O)Cc1ccsc1)C(=O)Nc1ccc(C(N)=O)cc1 (configuration not stated),8,-3,-5,7,1,0,6,i,-0.2,-6
COc1ccccc1N(C(=O)c1snc(C(N)=O)c1N)C(C(=O)NCCC(C)C)c1ccco1 (configuration not stated),-1,1,-6,0,3,-2,-6,i,0.0,-5
O=C1[C@H]2CC3C=CC2(O3)[C@@H]2OCCCN12 (some centres not stated),5,2,-8,5,-1,-1,10,i,-1.8,-4
COC(=O)c1cc(NC(=O)c2ccc(Cn3cc(Cl)cn3)o2)cc(C(=O)OC)c1,19,-1,-3,-4,-2,0,1,i,1.3,-1
O=C(COc1ccc(Br)cc1)OCC(=O)c1ccc[nH]1,16,3,·,3,5,2,0,i,-0.3,0
CCOc1ccc(S(=O)(=O)NCCC(=O)NCC(c2cccs2)N2CCOCC2)cc1 (configuration not stated),5,0,-15,-5,-32,0,6,i,-11,2
O=C1CC(c2ccc3c(c2)OCO3)c2cc3c(cc2N1)OCO3 (configuration not stated),-16,1,-5,3,3,-1,14,i,-3.1,-2
CCCCCCCN1CCC(=O)N([C@H](CO)c2ccccc2)CC1,7,-2,-6,7,1,4,1,i,-1.6,-3
O=C1CNC(=S)N1Cc1ccccc1,1,-4,1,3,-1,-10,6,i,-1.5,2
COc1ccccc1-c1cc(C(=O)N/N=C/c2ccc(C)s2)c2ccccc2n1,0,0,-6,-9,-7,-7,-4,i,2.7,32*
Cc1cc2c(SCC(=O)Nc3ccccc3O)ncnc2s1,3,-3,-5,-15,12,-7,-5,i,3.1,9
S=c1[nH]nc(-c2ccccc2)n1/N=C/c1cccc(Br)c1,1,0,-6,-3,3,4,-1,i,-0.8,12
C=CCn1c(-c2cc3cccc(OC)c3o2)n[nH]c1=S,8,0,-3,-3,2,3,-7,i,-2.9,-2
O=C(CCc1nnc(C2CCCCC2)o1)N1CCN(c2ccccc2F)CC1,-3,2,-2,0,-7,0,6,i,0.3,-5
Cc1[nH]ccc(=O)c1OCc1ccc(Cl)cc1,-12,-3,0,3,8,9,18,i,0.2,5
c1cncc(CNc2ncnc3ccc(-c4ccoc4)cc23)c1,1,1,4,7,-5,-13,-6,i,1.5,-7
Cc1ccccc1N1CCN(CCCN2C(=O)CC(=C(c3ccccc3)c3ccccc3)C2=O)CC1,4,1,3,-2,-1,3,-2,i,0.0,-1
